HCMV antiviral – blocks human cytomegalovirus replication; hit rate 4.5% among 410,000; activity change, negative = inhibition, % at 57.5 µM; AID 1259415; HFF cells, HCMV-luciferase reporter, 72 h; stronger effect = lower value; in the data active means activity change below about -60%; inconclusive means no clear call, values can overlap the other calls; inactive means above about -39%
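Compounds were evaluated in HFFs infected with an HCMV luciferase reporter virus (MOI 1 PFU/cell). Luciferase in lysates collected 72 h post infection served as the replication measure.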
FBPA Giardia inh – blocks Giardia fructose-bisphosphate aldolase activity | A8B2U2 | purified Giardia FBPA | Potency, µM (top dose mostly 59.6 µM), without a hit: at the highest dose activity, negative = inhibition, actives largely listed as inhibitors | hit rate 0.71% among 290,000; further: potency means the concentration at half of the fitted maximal effect; nearly all actives have a fitted effect of over 55% in size
Target sequence (A8B2U2 whole entry, looked up): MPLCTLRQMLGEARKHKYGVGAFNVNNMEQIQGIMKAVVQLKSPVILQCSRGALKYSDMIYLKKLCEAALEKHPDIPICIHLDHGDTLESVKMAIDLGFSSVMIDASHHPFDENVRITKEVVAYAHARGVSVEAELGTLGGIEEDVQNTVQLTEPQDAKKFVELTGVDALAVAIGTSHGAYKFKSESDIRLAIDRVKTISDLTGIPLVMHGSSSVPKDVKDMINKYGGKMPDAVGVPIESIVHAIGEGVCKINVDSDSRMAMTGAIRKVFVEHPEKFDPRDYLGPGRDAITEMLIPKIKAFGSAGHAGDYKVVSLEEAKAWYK
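Giardia FBPA (40 nM reagent) was preincubated 10 min at RT with compound (up to 57.5 uM final), then substrate plus GAPDH/TPI/NAD/arsenate coupling system with diaphorase/resazurin was added; resorufin fluorescence (525/598 nm) was read after 20 min.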
AmpC no deterg – AmpC beta-lactamase inhibition without detergent | P00811 | AmpC nitrocefin hydrolysis, absorbance 480 nm, 0.0001% Triton | Potency, µM (highest dose often 57.1 µM), for inactives: at the top dose activity change, negative = inhibition, most hits filed as inhibitors | hit rate 0.52% among 330,000;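 further: potency means the concentration at half of the fitted maximal effect; plate controls were no compound for no effect and no enzyme for full effect; nearly all actives have a fitted effect of over 20% in size; some results filed as inactive show a strong effect at the top dose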
Target sequence (P00811 whole entry, looked up): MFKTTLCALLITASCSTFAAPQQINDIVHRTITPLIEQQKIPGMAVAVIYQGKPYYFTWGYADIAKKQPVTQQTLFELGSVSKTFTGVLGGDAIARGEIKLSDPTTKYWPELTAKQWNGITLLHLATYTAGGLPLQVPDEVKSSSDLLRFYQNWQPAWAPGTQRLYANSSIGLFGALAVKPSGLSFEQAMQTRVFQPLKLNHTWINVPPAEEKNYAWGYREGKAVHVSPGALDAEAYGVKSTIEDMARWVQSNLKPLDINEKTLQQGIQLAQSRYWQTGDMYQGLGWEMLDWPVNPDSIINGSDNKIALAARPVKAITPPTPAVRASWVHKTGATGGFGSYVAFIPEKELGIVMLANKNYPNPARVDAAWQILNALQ
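20 mM phosphate pH 7.0 + 0.01% (detergent screen) or 0.0001% Triton X-100; 5.3 nM AmpC reagent; cpd preinc 15 min RT; nitrocefin (800 uM stock) to start; A480 q20 s × 4 min; Activity was normalised to no-enzyme and no-compound control wells.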
Sm TGR block – S. mansoni TGR enzyme inhibition; purified TGR, DTNB reduction, TNB absorbance 405 nm; Q962Y6; hit rate 3% among 360,000; Potency, µM (series often up to 114 µM), for inactives: at the top dose activity change, negative = inhibition, most hits filed as inhibitors; further: potency means the concentration at half of the fitted maximal effect; nearly all actives have a fitted effect of over 60% in size
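Kinetic colorimetric format: TGR-catalysed, NADPH-driven DTNB reduction monitored via TNB absorbance. Enzyme dispensed at 20 nM; compound exposure 15 min at room temperature before reaction start.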
AmpC inh detg – inhibitors of E. coli AmpC beta-lactamase with detergent; hit rate 0.041% among 370,000; Potency, µM (series often up to 114 µM), without a hit: at the highest dose activity change, negative = inhibition, most hits filed as inhibitors; AmpC hydrolysis of nitrocefin, absorbance 480 nm, 0.01% Triton;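 further: potency means the concentration at half of the fitted maximal effect; 0% = no-compound wells and -100% = no-enzyme wells; nearly all actives have a fitted effect of over 25% in size; some results filed as inactive show a strong effect at the top dose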
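20 mM phosphate pH 7.0 + 0.01% (detergent screen) or 0.0001% Triton X-100; 5.3 nM AmpC reagent; cpd preinc 15 min RT; nitrocefin (800 uM stock) to start; A480 q20 s × 4 min; Activity was normalised to no-enzyme and no-compound control wells.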
HCV inh – blocks hepatitis C virus; Huh7.5.1 HCVcc-Cre infection, luciferase reporter, 44 h; Potency, µM (highest dose often 41.8 µM), for the others: top-dose activity change, negative = inhibition, hits mostly inhibitors; hit rate 3.4% among 340,000; AID 651820; further: potency means the concentration at half of the fitted maximal effect
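1,000 cells/well; 4 h culture; + compound; + HCVcc-Cre (~0.5 moi); 44 h; luciferase substrate, RT 15 min; read 15 sec.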
* marks the source's active call; other numbers are inactive results; ? = inconclusive; · = no result given; & = joins results of further samples; [ ] = dose if it differs, or a comment. Unless noted, the call rests on the fitted dose curve; in most records, active means well fitted curve in the direction sought with a large enough effect; inconclusive means small, poorly fitted or top-dose-only effect, or another doubt; inactive means no such curve, though single readings can be large; an effect the other way counts as inactive or inconclusive. Unless noted, on the % scale 0 is the no-effect control and ±100 the full control effect. Random draw from the library; any-hit rate near 9.9%.

SMILES | HCMV antiviral | FBPA Giardia inh | AmpC no deterg | Sm TGR block | AmpC inh detg | HCV inh
Cc1cc(/C=C(/C#N)c2cccc(Cl)c2)c(C)n1C | ? | 0.5% | -9.5% | -22.1% | -14.5% | -5.1%
CCCOc1cccc(-c2cc(C(=O)N/N=C/c3cccnc3)c3ccccc3n2)c1 | -83.2* | · | 55.1% | -5.2% | -2.5% | -12.6%
CC(=O)Nc1cccc(NC(=O)Cc2cccs2)c1 | 28.7 | 4.2% | -23.8% | ? | 0.7% | 2.8%
CCCCOc1ccc(C(=O)Nc2cccc(C)n2)cc1 | -5.2 | -1.5% | 0.8% | -14.6% | -10.7% | ?
O=c1c2cn[nH]c2[nH]c(=S)n1-c1ccccc1Cl | ? | 25.1µM* | -25.2% | -6.5% | 0.8% | 8.5%
Cc1ccc2cc(CN(C)S(C)(=O)=O)c(=O)[nH]c2c1 | 30.6 | 6.1% | -9.2% | 6.0% | 4.3% | -5.0%
Cc1ccc(Sc2ccc(N3CCCC(C(=O)Nc4ccc(F)cc4F)C3)nn2)cc1 (centres undefined) | -35.5 | · | · | -3.7% | 10.1% | ·
CN(C)c1ccc(C(C(=O)NCC2CCCO2)N(Cc2ccccc2)C(=O)c2snc(C(N)=O)c2N)cc1 (centres undefined) | -16.8 | · | 23.2% | -7.1% | -4.3% | -5.6%
COc1cccc(-n2c(C)nc3c(cnn3-c3ccc(Cl)cc3)c2=O)c1 | -35.6 | 2.1% | -9.6% | -6.8% | -3.1% | ?
COc1ccc(CC(=O)N2CCCC2)c(OC)c1 | 32.2 | -6.0% | -4.3% | -3.7% | -1.5% | 4.1%
Cc1cccc(C)c1NC(=S)N/N=C1\CC2CC=CC12 (centres undefined) | -31.6 | -15.8% | -45.6% | -31.4% | 1.1% | 2.6%
CC(=O)Nc1cccc(NC(=O)CSc2nnnn2C(C)C)c1 | 86.7 | -1.1% | -18.4% | 2.7% | -0.5% | -7.4%
CCOc1cccc(Nc2ccc([N+](=O)[O-])cn2)c1 | -22.0 | 0.4% | -25.4% | 4.2% | -16.3% | ?
Cc1cc(=O)n2c3ccccc3n(CC(O)CN3CCN(Cc4ccccc4)CC3)c2c1C#N (centres undefined) | -67.9* | -1.0% | 70.4%[activator] | 4.5% | 1.7% | ?
CC(=O)N1CCN(Cc2nc3cc(NC(=O)c4ccc(F)cc4)ccc3n2C)CC1 | -31.6 | 2.9% | 11.5% | · | 7.2% | -25.9%
Cc1ccc(CNC(=O)C2CCN(S(=O)(=O)c3cnc[nH]3)CC2)cc1 | 23.2 | 9.6% | -16.0% | -10.4% | 2.9% | ?
O=C(O)C1CCCCC1C(=O)NCCc1ccccc1 (centres undefined) | 36.8 | 4.5% | -18.8% | 5.8% | ? | 0.6%
CCc1nc2ccc(C(=O)N3CCN(c4ccccc4F)CC3)cc2nc1CC | 0.0&-5.4 | · | 1.2% | 3.4%&-2.4% | -4.6%&4.7% | 5.2%
c1ccc(-c2nc(C3CCCCC3)c3ccccc3n2)cc1 | -15.7 | · | -16.2% | -0.2% | -1.5% | 18.0%
CCCCCCCSc1nsc(N)n1 | 28.7 | -3.8% | -18.7% | 1.5% | -9.5% | -1.0%
COc1cc(/C=C2\SC(=S)N(NC(=O)c3ccccc3OC)C2=O)ccc1O | -27.2 | -10.6% | -38.6% | -17.7% | -7.5% | -6.6%
O=C(Nc1nccs1)c1ccc(Br)c(S(=O)(=O)N2CCOCC2)c1 | -10.1 | -3.5% | -21.6% | -7.6% | ? | 0.8%
CC(=O)Nc1cccc(C2=CC(c3ccco3)n3ncnc3N2)c1 (centres undefined) | · | -12.4% | -17.8% | 12.6µM* | -8.8% | ·
CCOC(=O)C(NC(C)=O)C(OC(C)=O)c1cccc([N+](=O)[O-])c1 (centres undefined) | -6.0 | 7.2% | -20.2% | 9.0% | -4.3% | 3.8%
COc1ccc(C2C(C(=O)NCC3CCCO3)CCC(=O)N2c2ccc3c(c2)OCO3)cc1 (centres undefined) | 54.0 | 0.5% | -5.7% | 2.3% | ? | 1.0%&15.0%

Continuation:
SMILES | HCMV antiviral | FBPA Giardia inh | AmpC no deterg | Sm TGR block | AmpC inh detg | HCV inh
Cc1nn2c(-c3ccccn3)ccnc2c1Br | ? | 4.0% | -10.6% | 7.6% | ? | -5.6%
COc1ccc2sc(N3C(=O)C4CC=C(C)CC4C3=O)nc2c1 (centres undefined) | 19.4 | 0.5% | -15.9% | -0.1% | -0.1% | 4.5%
CCn1nc(C(=O)OCC(=O)N2CC(=O)Nc3ccccc32)c2ccccc2c1=O | -23.3 | 2.7% | -1.5% | -2.1% | -7.9% | 2.1%
Cc1cccc(NC(=O)c2oc3ccc(S(=O)(=O)N4CCOCC4)cc3c2C)c1C | -24.3 | -0.5% | 44.1% | 1.4% | -5.1% | 10µM*
O=C1C=C(c2cc3ccccc3s2)C[C@@H](c2ccc3c(c2)OCO3)C1 | -6.1 | · | -16.4% | -7.4% | -7.5% | 36.9%[activator]
Cc1ccc(C(=O)N(CC(=O)Nc2sc(C)c(C)c2C(N)=O)C2CCCC2)cc1 | 18.6 | 0.1% | 1.2% | -18.0% | ? | -19.4%
C#CCOc1ccc(-c2nnc(Nc3ccc(NC(C)=O)cc3)c3ccccc23)cc1 | -19.8 | · | · | 5.6% | 0.6% | ·
Cc1ccc(-c2csc3ncnc(SCC(=O)NCC4CCCO4)c23)cc1 (centres undefined) | -12.2 | · | 142.7%[activator] | -8.5% | -2.0% | -17.5%
CN(CC(=O)NCc1ccccc1Cl)CC(=O)Nc1cccc(F)c1 | -35.1 | 1.0% | 9.7% | -0.6% | -0.7% | ?
COC(=O)C1=C(C)NC(=S)NC1c1sccc1C (centres undefined) | 17.3 | 0.0% | -5.5% | -3.6% | 3.6% | 18.3%
COc1ccc(Cc2nc3ccc(C(=O)NCCCSC)cc3o2)cc1OC | 95.1 | 8.2% | 28.6% | -20.3% | ? | 0.9%
Cc1ccc(Cl)cc1N1CCN(C(=O)Cc2ccc(-n3c(=O)[nH]c4ccsc4c3=O)cc2)CC1 | 11.5 | 9.4% | -25.9% | -3.2% | -9.7% | 4.1%
Cn1c(SCC(=O)NC2CCCCC2)nnc1-c1cc2ccccc2o1 | ? | 4.3% | -10.0% | 2.6% | -0.1% | 9.6%
COc1cc(NC(=S)NCCO)c(OC)cc1Cl | 14.8 | -0.3% | -9.7% | 0.1% | ? | 6.5%
Cc1ccccc1N1CCN(CCCCN2C(=O)C3CCCN3C2=O)CC1 (centres undefined) | -21.9 | -10.2% | 6.0% | 4.4% | -0.1% | 8.3%
Cc1c(C)n(CC(O)CN(CCO)CCO)c2ccccc12 (centres undefined) | -16.5 | -9.7% | -11.8% | -6.3% | ? | 15.1%
O=C(NCc1ccc(Cl)cc1)C1CCN(S(=O)(=O)c2ccc(N3CCCC3=O)cc2)CC1 | ? | · | 37.2% | 6.4% | 2.9% | 11.2µM*
Cc1cc(Cl)c2ccc3ccccc3c2n1 | 7.6 | -5.8% | -3.6% | 0.8% | -2.7% | 14.3%
COc1cccc(NC(=O)CN(C)S(=O)(=O)c2ccc3c(c2)CCC(=O)N3)c1 | · | 3.1% | -17.1% | -4.3% | -4.3% | -8.3%
COc1ccc(OCC(=O)NC2CCCN(Cc3ccc(Cl)cc3)C2)cc1 (centres undefined) | -0.3 | · | 135.9%[activator] | 1.6% | 2.9% | ?
COc1ccc(N(C(=O)CNC(=O)c2cccs2)C(C(=O)NC2CCCC2)c2ccncc2)cc1 (centres undefined) | 4.8 | 8.0% | 45.5% | -14.8% | -9.7% | 16.7%
COc1ccc(C(=O)CCNc2ccc3c(c2)OCCO3)cc1 | 46.8 | 2.8% | -5.1% | 14.1µM* | -14.8% | -18.5%
Cc1ccc(NC(=S)NCCC(c2ccccc2)c2ccccc2)c(C)c1 | -62.2* | 15.7% | -35.8% | 11.6% | 1.6% | 11.2µM*
COc1ccc(OC)c(NC(=O)CC2C(=O)NCCN2C(=O)C(F)(F)F)c1 (centres undefined) | -0.3 | · | · | 5.1% | 0.0% | ·
Cc1ccccc1C(=O)Nc1ccccc1C(=O)OCc1cc(=O)n2nc(C3CC3)sc2n1 | 3.6 | · | · | 10.0% | 1.0% | ·

Part of the list above in order of count of non-hydrogen atoms, falling:
SMILES | HCMV antiviral | FBPA Giardia inh | AmpC no deterg | Sm TGR block | AmpC inh detg | HCV inh
COc1ccc(N(C(=O)CNC(=O)c2cccs2)C(C(=O)NC2CCCC2)c2ccncc2)cc1 (centres undefined) | 4.8 | 8.0% | 45.5% | -14.8% | -9.7% | 16.7%
Cc1ccc(Cl)cc1N1CCN(C(=O)Cc2ccc(-n3c(=O)[nH]c4ccsc4c3=O)cc2)CC1 | 11.5 | 9.4% | -25.9% | -3.2% | -9.7% | 4.1%
COc1ccc(Cc2nc3ccc(C(=O)NCCCSC)cc3o2)cc1OC | 95.1 | 8.2% | 28.6% | -20.3% | ? | 0.9%
Cc1nn2c(-c3ccccn3)ccnc2c1Br | ? | 4.0% | -10.6% | 7.6% | ? | -5.6%
Cc1cc(Cl)c2ccc3ccccc3c2n1 | 7.6 | -5.8% | -3.6% | 0.8% | -2.7% | 14.3%

Back to the main list, repeating the 2 entries before the break.
SMILES | HCMV antiviral | FBPA Giardia inh | AmpC no deterg | Sm TGR block | AmpC inh detg | HCV inh
COc1ccc(OC)c(NC(=O)CC2C(=O)NCCN2C(=O)C(F)(F)F)c1 (centres undefined) | -0.3 | · | · | 5.1% | 0.0% | ·
Cc1ccccc1C(=O)Nc1ccccc1C(=O)OCc1cc(=O)n2nc(C3CC3)sc2n1 | 3.6 | · | · | 10.0% | 1.0% | ·
O=C(c1ccc2c(c1)N(Cc1ccc(F)cc1)C(=O)c1ccccc1S2(=O)=O)N1CCCC1 | 10.3 | · | · | -1.9% | -1.0% | ·
CCOC(=O)c1ccc(NC(=O)CC2SC(=NC)N(C)C2=O)cc1 (centres undefined) | -19.3 | -0.4% | 1.9% | -7.0% | 1.9% | ?
O=C(O)CSc1nc2ccccc2o1 | 27.4 | 13.3% | -15.4% | -4.5% | -9.2% | 17.0%
CC(OC(=O)c1ccc([N+](=O)[O-])s1)C(=O)Nc1ncc(Cl)cc1Cl (centres undefined) | -0.3 | -2.8% | -14.4% | -14.3% | ? | ?
OC(c1ccc2c(c1)OCO2)c1nccc2ccccc12 (centres undefined) | 43.1 | -11.9% | -23.7% | 0.4% | -13.7% | -1.7%
O=C1C=C(NC2=CC3OC(c4ccccc4)OCC3OC2=O)CCC1 (centres undefined) | 26.2 | 5.2% | -13.5% | 25.1µM* | -18.1% | ?
COc1ccc(C(=O)N2CCC(n3nnc4cc(F)ccc43)CC2)cc1OC | ? | 1.1% | 14.7% | · | -6.0% | -2.9%
CCN1CCN(CC(=O)N2N=C(c3cccs3)CC2c2ccc(F)cc2)C(=O)C1=O (centres undefined) | 0.0 | 8.4% | -7.4% | 6.0% | ? | -6.1%
CCCCOC1(c2ccccc2)NC(=S)NN=C1c1ccccc1 (centres undefined) | · | -1.9% | -31.8% | 5.3% | -1.4% | ·
CN1C(=O)CSc2ccc(NC(=O)N3CCN(c4ccccc4)CC3)cc21 | 56.4 | -4.2% | -37.5% | 11.2% | -5.5% | -20.8%
O=C(CN1CCOCC1)N/N=C/C(Br)=C\c1ccccc1 | -38.7 | -0.5% | -4.7% | 3.7% | -0.2% | -5.5%
